15-hLO-2 inh = qHTS Assay for Inhibitors of 15-hLO-2 (15-human lipoxygenase 2); Polyunsaturated fatty acid lipoxygenase ALOX15B (Homo sapiens), O15296; purified 15hLO-2, xylenol orange hydroperoxide absorbance; Potency, µM (doses to about 57.1 µM), inactives show at the top dose activity change, negative = inhibition, hits mostly inhibitors; actives 0.56% (n = 110,000); also: potency is read from the fitted curve at half-maximal effect; nearly all actives have a fitted effect of over 60% in size; many of its hits are not listed in these tables
Target sequence (O15296 whole entry, looked up): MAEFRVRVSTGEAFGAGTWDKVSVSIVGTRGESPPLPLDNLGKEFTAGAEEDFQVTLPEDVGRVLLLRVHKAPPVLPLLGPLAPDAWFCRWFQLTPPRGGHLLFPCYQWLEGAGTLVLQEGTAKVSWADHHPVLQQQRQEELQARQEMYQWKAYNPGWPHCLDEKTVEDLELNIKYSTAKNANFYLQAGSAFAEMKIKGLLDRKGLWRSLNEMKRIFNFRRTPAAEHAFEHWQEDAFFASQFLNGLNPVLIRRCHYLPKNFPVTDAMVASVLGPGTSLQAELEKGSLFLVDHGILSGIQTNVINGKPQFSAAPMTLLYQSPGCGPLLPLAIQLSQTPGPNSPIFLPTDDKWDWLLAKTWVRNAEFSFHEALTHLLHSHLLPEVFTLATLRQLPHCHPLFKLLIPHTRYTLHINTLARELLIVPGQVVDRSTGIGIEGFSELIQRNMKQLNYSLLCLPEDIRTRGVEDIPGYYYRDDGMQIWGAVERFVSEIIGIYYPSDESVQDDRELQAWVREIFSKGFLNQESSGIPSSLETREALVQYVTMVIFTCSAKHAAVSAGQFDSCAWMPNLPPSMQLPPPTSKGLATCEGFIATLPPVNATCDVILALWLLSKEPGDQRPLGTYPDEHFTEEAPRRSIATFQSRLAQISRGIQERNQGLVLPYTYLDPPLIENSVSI
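Purified human 15hLO-2 (50 nM) preincubated 15 min with compound, then 45 uM arachidonic acid for 90 min at RT in 25 mM Hepes pH 7.5, 0.01% Triton X-100. Hydroperoxide detected by Fe-xylenol orange; 573/405 nm absorbance ratio.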
IMPase inh = qHTS Assay for Identifying the Cell-Membrane Permeable IMPase Inhibitors; 120,000 tested, under 10 active; inhibition (IP1 accumulation), % at 46.1 µM; CHO-M1 cells, IP1 accumulation, HTRF TR-FRET ratio; AID 901, 2007; Inositol monophosphatase 1 (Rattus norvegicus), P97697; active = well fitted curve in the direction sought with a large enough effect in the signal ratio, not every such curve was filed as active; inconclusive = small, poorly fitted or top-dose-only effect, or a change in a side signal; inactive = no such curve, though single readings can be large or run the other way; the % refers to the signal ratio;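 also: cells stimulated with carbachol in lithium chloride buffer; plate controls were DMSO basal wells for no effect and reference inhibitor wells for full effect; higher means more IMPase inhibition seen as more IP1 and lower FRET ratio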
Target sequence (P97697 whole entry, looked up): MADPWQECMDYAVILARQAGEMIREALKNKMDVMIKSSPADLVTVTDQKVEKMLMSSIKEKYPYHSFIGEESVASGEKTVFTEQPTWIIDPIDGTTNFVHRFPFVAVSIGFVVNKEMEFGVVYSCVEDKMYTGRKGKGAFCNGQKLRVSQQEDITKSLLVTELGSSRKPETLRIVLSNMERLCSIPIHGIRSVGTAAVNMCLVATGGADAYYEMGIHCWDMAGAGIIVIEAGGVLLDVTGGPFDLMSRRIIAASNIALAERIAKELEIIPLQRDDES
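Seeded CHO-M1 cells were dosed with compound at up to 46 uM, stimulated with carbachol for 30 min, then lysed in IP-One detection reagents. Higher IP1 lowers the TR-FRET signal.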
ALOX12 inhib = qHTS Assay for Inhibitors of 12-hLO (12-human lipoxygenase); purified 12-hLO, xylenol orange hydroperoxide absorbance; Potency, µM (titrated, usually from 57.1 µM), for inactives: at the top dose activity change, negative = inhibition, most hits filed as inhibitors; actives 0.12% (n = 150,000); AID 1452, 2008; also: potency is read from the fitted curve at half-maximal effect; nearly all actives have a fitted effect of over 55% in size; many of its hits are not listed in these tables
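Hydroperoxide output read as Fe(III)-xylenol orange absorbance, 573-to-405 nm ratio, after 30 min reaction with 40 uM arachidonic acid. Enzyme: 150 nM purified human 12hLO, 15 min compound preincubation; 25 mM Hepes pH 7.0, room temperature.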
PNC inhibitor = High Content Assay for Compounds that inhibit the Assembly of the Perinucleolar Compartment; PC3M PTB-GFP, PNC prevalence imaging, 16 h; hits give low values; activity change (PNC), negative = inhibition, % at 10 µM; AID 2417, 2010; actives 3.1% (n = 140,000);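 active = readout at or below -70, meaning at least 70% loss of cells showing the perinucleolar compartment, a nuclear body marking cancer cells; inconclusive = readout between -30 and a set limit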;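 also: plate controls were DMSO wells for no effect and camptothecin positive control wells for full effect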
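Compounds are pinned in duplicate onto adhered PC3M cells stably expressing GFP-tagged PTB and incubated 16 h at 37 C. Cells are then fixed, nuclei stained with Hoechst, and PNC-positive cells counted.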
Numbers without * were called inactive; ? = inconclusive; nt = no result given; & = joins results of further samples; [ ] = another dose, or the depositor's remark. Unless noted, calls follow the shape of the dose curve; as a rule, active = well fitted curve in the direction sought with a large enough effect; inconclusive = small, poorly fitted or top-dose-only effect, or another doubt; inactive = no such curve, though single readings can be large; an effect the other way counts as inactive or inconclusive. Unless noted, % is scaled to controls: 0 for no effect and ±100 for the full control effect. Not all compounds are listed. The share of hits here may be higher or lower than overall.

canonical_smiles,15-hLO-2 inh,IMPase inh,ALOX12 inhib,PNC inhibitor
CC1CCCCN1CCCn1c(=S)[nH]c2ccccc2c1=O (stereo not given),0%,13,2%,?
COC(=O)CN(c1cccc(OC)c1)S(C)(=O)=O,2%,13[9.22 µM],0%,-11
O=C(CCCCCn1c(SCC(=O)c2ccccc2)nc2ccccc2c1=O)NCc1ccco1,-5%,8,-7%,-20
O=C(c1cccs1)N1CCN(CCc2ccccc2)CC1,-1%,0,-1%,26
Cc1cc(=O)n2[nH]c(COc3ccccc3)nc2n1,1%,15,0%,8
COCCNC(=O)CNS(=O)(=O)c1ccc2nc(C)sc2c1,8%,4,-3%,23
CCc1c(C)nc2ncnn2c1NCCc1ccc(OC)cc1,7%,21,2%,?
Cc1c(NC(=O)CC(C)C)c(=O)n(-c2ccccc2)n1C,nt,nt,3%,12
Cc1cnc(NC(=O)C2COc3ccccc3O2)s1 (stereo not given),9%,-4,-6%,35
COc1ccc(N2CCCn3c2nc2c3c(=O)n(Cc3ccc(F)cc3)c(=O)n2C)c(OC)c1,-19%,3,-11%,-8
CCC(C)NC(=O)C1CCCN(c2nc(C)cc(OC)n2)C1 (stereo not given),nt,nt,3%,?
COC(=O)Nc1ccc(=O)n(Cc2c(Cl)cccc2Cl)c1,-7%,-3,-1%,-13
O=C(NNc1c2ccccc2nc2ccccc12)c1cc2ccccc2cc1O,nt,4,0%,?
COc1ccccc1N(CC(O)CN1C(=O)NC(C)(C)C1=O)S(=O)(=O)c1ccc(C)cc1 (stereo not given),4%,6,3%,-13
COc1ccc(/C=C2\C(=O)N(Cc3ccc(F)cc3)CC(=O)N2Cc2ccccc2)cc1,15%,17,1%,-5

(continued)
canonical_smiles,15-hLO-2 inh,IMPase inh,ALOX12 inhib,PNC inhibitor
COc1ccc(Cn2c(C3CC3)nc3ccc(NC(=O)c4ccco4)cc3c2=O)cc1,2%,8,-3%,7
O=C(Oc1ccc2ccccc2c1Cl)N1CCCC1,-13%,-5,-5%,-89*
S=c1[nH]nc(SCc2ccccc2Cl)c2[nH]cnc12,-24%[11.4 µM],nt,?,nt
O=C(COc1cccc(Cl)c1)Nc1nc(-c2ccc(S(=O)(=O)N3CCOCC3)cc2)cs1,nt,0,2%,-26
Cc1noc(C)c1-c1nc(NCc2cccnc2)c2ccccc2n1,-13%,nt,2%,nt
N#Cc1cccc(NC(=O)c2ccccc2C(=O)O)c1,1%,7,-2%,?
COc1cccc(-c2cn3nc4c(nc3n2)CCCC4)c1,-15%,6,-12%,-12
CC(=O)C1=C(C)NC(=O)NC1c1cccs1 (stereo not given),4%,-1,1%,66
COc1ccc2nc(NC(=O)CCNS(=O)(=O)c3ccc4c(c3)oc(=O)n4C)sc2c1,6%,-3,2%,29
COC(=O)c1ccc(C2/C(=C(\O)c3cccc(OC)c3)C(=O)C(=O)N2CCCN2CCOCC2)cc1 (stereo not given),nt,-8,3%,?
CCn1nc(C(=O)OCC(=O)NCCN2C(=O)CSC2=O)c2ccccc2c1=O,-5%,-1,1%,2
CC1=C(C(=O)N2CCOCC2)C(c2cccc(C)c2)NC(=S)N1 (stereo not given),nt,nt,-2%,?
O=C(NC1=NCCS1)C1COc2ccccc2O1 (stereo not given),nt,?,3%,4
CC1CC(C)CN(C(=O)c2ccc(CSc3nc4ccncc4[nH]3)cc2)C1 (stereo not given),nt,nt,-1%,39
COc1ccc(C(=O)N2CCC3(CC2)CN(C(=O)Nc2ccccc2)C3)cc1,0%,nt,-3%,nt

Two records drawn at random from those above:
canonical_smiles,15-hLO-2 inh,IMPase inh,ALOX12 inhib,PNC inhibitor
CCC(C)NC(=O)C1CCCN(c2nc(C)cc(OC)n2)C1 (stereo not given),nt,nt,3%,?
COC(=O)c1ccc(C2/C(=C(\O)c3cccc(OC)c3)C(=O)C(=O)N2CCCN2CCOCC2)cc1 (stereo not given),nt,-8,3%,?

Some values from the entries so far.
COC(=O)Nc1ccc(=O)n(Cc2c(Cl)cccc2Cl)c1 in PNC inhibitor: -13
COCCNC(=O)CNS(=O)(=O)c1ccc2nc(C)sc2c1 in ALOX12 inhib: -3%
CCC(C)NC(=O)C1CCCN(c2nc(C)cc(OC)n2)C1 (stereo not given) in ALOX12 inhib: 3%
S=c1[nH]nc(SCc2ccccc2Cl)c2[nH]cnc12 in 15-hLO-2 inh: -24%[11.4 µM]
CC1CC(C)CN(C(=O)c2ccc(CSc3nc4ccncc4[nH]3)cc2)C1 (stereo not given) in ALOX12 inhib: -1%

Additional structures follow.
canonical_smiles,15-hLO-2 inh,IMPase inh,ALOX12 inhib,PNC inhibitor
CCNC(=O)CN(Cc1ccccc1)S(=O)(=O)c1ccccc1,-2%,4,2%,-24
Cc1ccc(CSc2nnc(-c3ccccn3)n2C)cc1,-10%,12,-1%,-7
COc1ccc(Nc2ccc(N3C(=O)CCCC3=O)cc2[N+](=O)[O-])cc1OC,nt,nt,1%,-1
CCOc1ccc(NC(=O)COC(=O)Cc2ccc(S(=O)(=O)N3CCOCC3)s2)cc1,-14%,5,-12%,-8
CCC(=O)/C=C1/Sc2ccc(OC)cc2N1CC,-3%,15,3%,2
COc1cccc(C2C(C(=O)c3sc(C)nc3C)=C(O)C(=O)N2CCN2CCOCC2)c1OC (stereo not given),-7%,-1,2%,-16
O=C(Oc1ccccc1/C=C\C(=O)c1cc2ccccc2o1)c1ccccc1,nt,nt,2%,2
O=C(OCc1ccccc1)c1ccc(Br)o1,6%[2.29 µM],3,8%,10
O=c1oc2ccccc2c(O)c1C=NCc1ccccn1,8%[11.4 µM],-4[1.84 µM],4%,-29
C=C(C)CNC(=S)N/N=C\c1ccc2c(c1)OCO2,0%,7,-4%,-17
Cc1ccc(S(=O)(=O)N2CCCCC2)cc1NS(=O)(=O)c1cccc(C(=O)O)c1,nt,nt,-1%,?
COc1ccc(C2=NO[C@@H]3[C@@H]4C[C@@H]([C@H]5C(=O)N(C)C(=O)[C@@H]45)[C@H]23)cc1,nt,nt,-2%,-6
Cc1ccc(CNC(=O)C(C)OC(=O)c2ccco2)cc1 (stereo not given),-14%,-2,-1%,?
Cc1ccc(S(=O)(=O)c2c(N)n(NC(=O)C3CC3)c3nc4ccccc4nc23)cc1,-9%,-2,-19%,28
CCCCn1c(-c2ccncc2)nc2c1c(=O)[nH]c(=O)n2CC(C)C,-4%,3,0%,?

(cont.)
canonical_smiles,15-hLO-2 inh,IMPase inh,ALOX12 inhib,PNC inhibitor
COc1ccc(NC(=O)CCC2CCCCC2)cc1S(=O)(=O)N1CCCCC1,nt,12,-6%,9
CCN(CC)c1ccc(/C=N/N=C(c2ccccc2)c2ccccc2)c(O)c1,nt,nt,0%,?
Cc1cc(OCC(=O)Nc2cc(-c3nn4c(C)nnc4s3)ccc2C)ccc1Cl,-16%,1,-1%,-27
Cc1c(C(=O)OCC(=O)N(CCC#N)c2ccccc2)oc2c1ccc1ccccc12,-10%,-6,-2%,8
CCOC(=O)/C=C1\SCC(=O)N1CC(=O)c1ccc[nH]1,-6%,5,-6%,21
CCOc1ccc(NC2=NCC(=O)N2CCc2ccccc2)cc1,-9%,-4,-6%,?
CCOC(=O)Cn1c(=N)n(Cc2ccccc2)c2ccccc21,4%,-13,-5%,2
O=C1CCCN1CCCNc1ncnc2c1cnn2-c1ccc(Cl)cc1,5%,16,-4%,?
O=C(Nc1ccc(N2CCOCC2)cc1N1CCOCC1)c1ccc([N+](=O)[O-])cc1,0%,4,-2%,4
COc1ccc(-c2noc(CCCC(=O)NCc3ccco3)n2)cc1OC,-2%,3,5%,?
S=c1[nH]nc(COc2ccccc2)n1/N=C/C=C/c1ccccc1,nt,6,-25%,0
Cc1ccc(/C=C/C(=O)Nc2cccnc2)o1,nt,nt,-2%,?
COc1nc(N/N=C/c2ccc(C)cc2)nc(N2CCCCC2)n1,nt,1,1%,-8
CCOC(=O)c1cccc(NC(=O)/C=C/c2cccc([N+](=O)[O-])c2)c1,-1%,2,-3%,73
CNc1nc(NCCOC23CC4CC(CC(C4)C2)C3)nc(OCC(F)(F)F)n1,38%[activator],10,2%,22

Further compounds.
canonical_smiles,15-hLO-2 inh,IMPase inh,ALOX12 inhib,PNC inhibitor
COCCNc1cc(N)c([N+](=O)[O-])cc1[N+](=O)[O-],nt,nt,-7%,?
CCn1c2ccccc2c2cc(NC(=O)c3cccc([N+](=O)[O-])c3C)ccc21,nt,nt,-4%,6
CCC(CC)C(=O)Nc1ccccc1-n1cccc1,3%,9,2%,12
NC(=O)CC[C@@H]1NC(=O)[C@@H]2CCCN2C(=O)c2cc([N+](=O)[O-])cc(I)c2NCCC[C@@H](C(N)=O)NC1=O,nt,nt,-1%,52
O=C(Cn1cc2c(n1)CCCCC2)NCc1ccccn1,8%,-3,0%,21
COC(=O)CC1C(=O)NCCN1C(=S)Nc1ccccc1 (stereo not given),nt,nt,1%,90
O=C(O)CC(=O)NC12CC3CC(CC(C3)C1)C2,3%&-1%,0&2,-2%&6%,-5&6
COc1ccc(OCc2ccc(C(=O)O)cc2)cc1,-6%,0,-4%,32
Cc1ccc(C(=O)c2c(C)oc3c2C(=O)C(=O)c2ccccc2-3)cc1,25µM*,14,?,?
O=C1CCN(S(=O)(=O)c2ccccc2)C2CCCCC12 (stereo not given),1%,5,0%,-86*
COc1ccc(C(=O)C(CCC(CNC(C)(C)C)C(=O)c2ccc(OC)cc2)CNC(C)(C)C)cc1 (stereo not given),nt,nt,-1%,-4
CC(C)NC[C@@H](O)COc1ccccc1-n1cccc1,41%[activator],-1,2%,nt
O=[N+]([O-])c1ccc(/C=N/N2CCN(c3ccncc3S(=O)(=O)N3CCCCC3)CC2)cc1,nt,nt,3%,-13
Cc1nc2ccccc2n1/C(=N\S(=O)(=O)c1ccccc1)c1ccccc1,nt,?,2%,-4
O=C(C1CCN(S(=O)(=O)c2cccc3cccnc23)CC1)N1CCCC1,3%,2,2%,39

More compounds follow.
canonical_smiles,15-hLO-2 inh,IMPase inh,ALOX12 inhib,PNC inhibitor
Cc1cccc(C(=O)N2CCC(n3nnc4cc(F)ccc43)CC2)c1,-17%[11.4 µM],1[1.84 µM],1%,?
CCOc1ccc(S(=O)(=O)NCCOC)cc1C,1%,-3,4%,2
CCCCCn1c(=O)[nH]c2cc(C(=O)NCCN(CC)CC)ccc2c1=O,20%,-8,2%,?
O=C(Nc1ccc2c(c1)OCCO2)c1ccc(Br)c(S(=O)(=O)N2CCOCC2)c1,-2%,12,2%,17
CCCCCCN=C(C)C1=C(O)C(C(=O)OC)C(C)(C)CC1=O (stereo not given),-13%[11.4 µM],-4[1.84 µM],12%,5
Cc1ccc(NC(=O)c2ccncc2)cc1S(=O)(=O)N(C)C,nt,-8,1%,-5
O=C1c2ccccc2C(O)(c2ncc[nH]2)N1C1CCCCC1 (stereo not given),-1%,3,-1%,31
c1ccc2c(c1)nnn2CNc1nccs1,nt,nt,0%,63
Cn1c(=O)c2c(nc(CN3CCN(C(=O)c4ccco4)CC3)n2Cc2ccccc2)n(C)c1=O,6%[11.4 µM],12[1.84 µM],5%,?
COCCn1nnnc1C(c1cc2ccc(C)cc2[nH]c1=O)N(Cc1ccco1)Cc1cccs1 (stereo not given),0%,9,-17%,-24
